Akt phos inh – Akt phosphorylation inhibition; Neuro2A IGF-stimulated pAkt S473 HTRF, 20 min; hits give low values; activity change, % for hits at 50 µM; 360,000 tested, 0.32% active; AID 651550; in the data active means activity change below about -80%; inconclusive means mostly about -51% to -80%; further: on the % scale 0 is the no-effect control and ±100 the full control effect
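Neuro2A cells in DMEM with 0.5% FBS, overnight at 37 deg C, given compound at single 50 µM final, then IGF (6 nM final) for 20 min at 37 deg C. Lysed; phospho-Akt Ser473 by HTRF after 24 h, 665/615 ratio.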
Nrf2 inh – blocks Nrf2 signaling; A549 ARE-Fluc reporter, luciferase luminescence, 18-24 h; Potency, µM (series often up to 46 µM), inactives show top-dose activity change, negative = inhibition, actives largely listed as inhibitors; 360,000 tested, 2.1% active; AID 504444; further: potency means the concentration at half of the fitted maximal effect; on the % scale 0 is the no-effect control and ±100 the full control effect; nearly all actives have a fitted effect of over 60% in size
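Nrf2 activity is the BugLite luminescence, read 15 min after reagent at room temperature, following CellTiter-Fluor cytotoxicity readout (30 min, 37C). Compound titrations were applied for 18-24 h to 5000 A549 ARE_Fluc cells/well in 5% FBS OPTI-MEM.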
Abeta yeast res – A-beta toxicity reversal in yeast | Potency, µM (titrated, usually from 46.1 µM), for the others: top-dose growth rescue, actives largely listed as activators | AID 1347071 | yeast expressing A-beta42, growth rescue, OD600, 48 h; response scale: 0% DMSO, 100% iron-clioquinol control | 410,000 tested, 0.063% active; further: potency means the concentration at half of the fitted maximal effect; nearly all actives have a fitted effect of over 55% in size
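Yeast growth medium received pinned compounds, then yeast cells expressing toxic A-beta were added; plates incubated at 30 C for 48 hr. Growth read as absorbance at 600 nm, normalized to DMSO and equimolar FeCl3 plus clioquinol controls.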
HepG2 tox – counter-screen for TGF-b inhibitors: cytotoxicity in HepG2 cells; HepG2 CAGA-GFP viability, ATP luminescence, 18 h; Potency, µM (doses to about 46.1 µM), for the others: top-dose activity change, negative = cytotoxicity, usual class: cytotoxic; 410,000 tested, 0.76% active; further: potency means the concentration at half of the fitted maximal effect; some results filed as inactive show a strong effect at the top dose
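CellTiter-Glo luminescence gave cytotoxicity after 18 hours at 37 degrees C. The cells were HepG2 CAGA-GFP in 1% FBS DMEM, stimulated with 500 pg/mL TGF-beta after compound addition. %Activity was normalised to no-cell wells (complete cell-killing) and DMSO (no toxicity), and curves were fitted and classified.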
TGFb inhibitor – TGF-b pathway inhibition. HepG2 CAGA-GFP TGF-b/SMAD3 reporter, GFP fluorescence, 18 h; TGF-beta stimulated, 500 pg/mL final. 410,000 tested, 1.2% active. Potency, µM (doses to about 46.1 µM), for inactives: at the highest dose activity, negative = inhibition, actives largely listed as inhibitors; further: potency means the concentration at half of the fitted maximal effect; on the % scale 0 is the no-effect control and ±100 the full control effect; nearly all actives have a fitted effect of over 65% in size
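GFP signal (ex488/em500-530) from TGF-beta-stimulated HEPG2 CAGA-GFP cells, 500 pg/mL final, 18 h at 37 degrees C in DMEM plus 1% FBS, normalized to unstimulated and DMSO-stimulated controls.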
Nrf2 ARE act – activates Nrf2 signaling; AREc32 ARE-luciferase reporter (MCF7-derived line), luminescence, 24 h; Potency, µM (titrated, usually from 46.1 µM), inactives show at the highest dose activation, hits mostly activators; 410,000 tested, 0.31% active; AID 624171; further: potency means the concentration at half of the fitted maximal effect; % of control where 0% means no effect; nearly all actives have a fitted effect of over 65% in size
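Steps: seed AREc32_Fluc cells (1000/well, 5% FBS OPTI-MEM); incubate overnight at 37 deg C; add 23 nL compound; incubate 24 hr; add Steady-Glo; hold 30 min RT; read luminescence.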
A549 tox – counter-screen for Nrf2 inhibitors: cytotoxicity in A549 cells. A549 ARE-Fluc cells, CellTiter-Fluor viability, 18-24 h. Potency, µM (titrated, usually from 46 µM), without a hit: at the top dose activity change, negative = cytotoxicity, usual class: inhibitors. 390,000 tested, 0.16% active. AID 504648; further: potency means the concentration at half of the fitted maximal effect; on the % scale 0 is the no-effect control and ±100 the full control effect
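A549 ARE-Fluc cells in 5% FBS OPTI-MEM, 5000 cells/well, rested 2 h then exposed to compounds in concentration-response for 18-24 h at 37 °C. Viability by CellTiter-Fluor fluorescence (Ex 405/Em 525) after 30 min; luciferase luminescence (BugLite, 15 min, RT) read afterwards.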
CCT modulator – modulators of cytosolic chaperonin (CCT/TRiC) activity; purified chaperonin ATPase assay, HTRF ADP detection, 30 min; activity change, % (no concentration beside the values), hits read low; 360,000 tested, 0.3% active; AID 651819; in the data active means activity change below about -30%; further: on the % scale 0 is the no-effect control and ±100 the full control effect
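Nucleotide hydrolysis assay: TRiC at 20–40 nM final (set by batch activity) with 10 uM ATP, 30 min at 37 °C, in presence of 76 uM compound. Detection by competitive ADP HTRF, 30 min ambient.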
MmCpn inh – inhibitors of Methanococcus maripaludis chaperonin (MmCpn); Potency, µM (doses to about 76.9 µM), inactives show at the highest dose activity, negative = inhibition, most hits filed as inhibitors; AID 504842; purified Mm-Cpn ATPase, ADP Transcreener TR-FRET; 330,000 tested, 0.031% active; further: potency means the concentration at half of the fitted maximal effect; on the % scale 0 is the no-effect control and ±100 the full control effect; nearly all actives have a fitted effect of over 80% in size
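ATP (10 uM final) was added to archaeal chaperonin (25 nM final) after 10 min exposure to test compound at 37°C; after 30 min further incubation, ADP was detected by competitive TR-FRET.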
* marks the source's active call; other numbers are inactive results; i = inactive; ? = inconclusive; . = not tested or not shown; & = joins results of further samples. Unless noted, the call rests on the fitted dose curve; in most records, active means well fitted curve in the direction sought with a large enough effect; inconclusive means small, poorly fitted or top-dose-only effect, or another doubt; inactive means no such curve, though single readings can be large; an effect the other way counts as inactive or inconclusive.

Fields – Akt phos inh	Nrf2 inh	Abeta yeast res	HepG2 tox	TGFb inhibitor	Nrf2 ARE act	A549 tox	CCT modulator	MmCpn inh
CC(=O)N1CCCC(N2CCN(c3cccc(C(F)(F)F)c3)CC2)C1 (stereo not given)
  i	1%	2%	-40%	-3%	0.3%	3%	-1.1	1%
N#CC(C#N)=Cc1c[nH]c(=O)c(C#N)c1Nc1ccccc1
  i	-9%	-4%	-13%	-1%	-0.7%	10%	-1.2	.
CCOC(=O)c1nnn(-c2nc(OC)nc(N(C)C)n2)c1-c1ccccc1
  i	-14%	13%	1%	29%	0.0%	-17%	1.2	1%
CCCCOC(=O)c1ccc(NC(=S)NC(=O)c2c(Cl)cnn2CC)cc1
  i	-11%	5%	-42%	0%	-0.5%	-1%	0.1	0%
Cc1cc(C)cc(OCC(=O)Nc2ccc(F)cc2)c1
  i	-6%	13%	-10%	-4%	-0.5%	-4%	-0.3	-2%
Cc1cc(SCc2ccc(Cl)c(Cl)c2)nc(=O)[nH]1
  i	10%	-7%	-11%	6%	6.9%	10%	-0.4	1%
O=C(CN1C(=O)COc2ccc(S(=O)(=O)NC3CCCC3)cc21)Nc1ccc(Cl)cc1F
  .	-4%	-13%	16µM*	?	3.4%	2%	.	.
C=CCSc1n[nH]c(-c2ccc(OC)cc2)n1
  i	.	6%	-1%	9%	-0.3%	0%	-0.2	1%
CCNC(=O)NC(=O)C(C)OC(=O)C1CCN(S(=O)(=O)c2ccccc2F)CC1 (stereo not given)
  i	-5%	27%	-4%	-1%	0.3%	5%	1.1	2%
Cc1c(F)cccc1NC(=O)C1CCCN1S(=O)(=O)c1ccc(F)cc1 (stereo not given)
  .	-9%	-1%	-37%	-25%	0.0%	5%	.	.
Cc1cccc(CC(=O)NC2CCN(C)CC2)c1
  i	-18%	-2%	5%	-1%	-0.1%	-4%	-0.3	1%
CC1(NC(=O)/C=C/c2nc3ccccc3s2)CCS(=O)(=O)C1 (stereo not given)
  i	26%	-9%	-9%	-2%	5.1%	-2%	0.8	0%
O=C(NCCc1ccccc1)c1nnc(CS(=O)(=O)c2ccccc2)o1
  i	-3%	-3%	-8%	-2%	-0.3%	3%	-2.1	0%
Cc1cc(C)c2oc(-c3ccc(C)c(NC(=S)NC(=O)c4cccs4)c3)nc2c1
  i	28%	-5%	0%	?	19%	-3%	-0.2	-1%
Cc1cc(C(=O)N/N=C/c2ccco2)n[nH]1
  i	27%	-13%	-13%	13%	5.0%	0%	-0.7	4%
CC(C)Cn1c(SCC(=O)N2CCN(C(=O)c3ccco3)CC2)nc2ccccc2c1=O
  i	-2%	-12%	0%	1%	0.3%	0%	-4.5	-3%
COC(=O)C(C)Sc1nc2c(c(=O)n(C)c(=O)n2C)n1CCC(C)C (stereo not given)
  i	11%	3%	-2%	2%	-0.4%	-4%	-4.0	-1%
C=C1c2ccccc2NC(=O)N1c1ccc(OC)cc1
  i	?	-1%	-8%	20%	3.8%	1%	1.5	-1%
CCOc1ccc(N(C)S(=O)(=O)c2cnc[nH]2)cc1
  i	6%	-5%	0%	16%	0.6%	6%	-3.5	1%
COc1ccc(C(C(=O)NC(C)(C)C)N(C(=O)CCC(=O)Nc2cc(C)on2)c2cccc(C)c2C)cc1 (stereo not given)
  i	-9%	-8%	-20%	-24%	0.3%	-7%	-2.4	-1%

Next section
Fields – Akt phos inh	Nrf2 inh	Abeta yeast res	HepG2 tox	TGFb inhibitor	Nrf2 ARE act	A549 tox	CCT modulator	MmCpn inh
C=CCNC(=S)Nc1ccc(N(C)C)cc1
  i	?	21%	-61%	-8%	3.1%	-1%	-0.3	-1%
COc1ccc(-c2nnc(N(C)C(=O)c3cccnc3)s2)cc1
  i	6%	-21%	-34%	-2%	0.1%	1%	-1.4	0%
COC(=O)c1ccc2nc(C)cc(Nc3ccc(O)cc3)c2c1
  .	?	-5%	-20%	-14%	16%	-15%	.	.
Cn1c2ccccc2c2ncn(CCC3=CCCCC3)c(=O)c21
  i	?	-24%	-27%	0%	11%	-7%	0.7	0%
C[C@H](CO)N1C[C@H](C)[C@H](CN(C)C(=O)c2ccccc2)Oc2cc(Br)ccc2S1(=O)=O
  i	.	7%	13%	13%	-0.7%	.	-1.3	.
O=C(Nc1ccc(Br)cc1)c1cc([N+](=O)[O-])cc([N+](=O)[O-])c1
  i	-27%	?	-7%	-6%	0.1%	-4%	1.1	-2%
CCOc1ccc(NC(=O)CSc2nnc(C3CC3)n2N)cc1
  i	.	-5%	-17%	-24%	-0.2%	6%	-2.3	0%
COc1ccc(C2CC(=O)c3c(ccc4ccccc34)N2)cc1OC (stereo not given)
  i	.	24%	2%	-10%	-0.6%	1%	-0.2	2%
CN(C)CCCn1cnc2c1c(=O)[nH]c(=O)n2Cc1ccccc1
  i	5%	7%	-5%	10%	-0.9%	1%	2.2	0%
Cc1ccc(C(=O)CSc2nnnn2C(C)C)c(C)c1
  i	12%	-21%	-5%	-2%	-1.6%	6%	0.5	?
CCCCN1C2=NCCCN2c2ccccc21
  i	4%	10%	-2%	-15%	-0.2%	15%	-1.2	0%
Cc1ccccc1NC(=O)CSC1=NCCN1
  i	8%	9%	12%	?	0.0%	-3%	-2.1	2%
Cc1ccc(N2CC(C(=O)N3CCC(C(=O)Nc4nnc(C(C)C)s4)CC3)CC2=O)cc1 (stereo not given)
  i	-6%	-3%	-2%	-7%	-0.3%	0%	0.8	3%
CCc1noc(C)c1C(=O)OCC(=O)NCCc1ccc(OC)cc1
  i	-1%	14%	-2%	-19%	-0.1%	0%	-2.1	-16%
O=C1CCCN1CN(C(=O)c1ccc2c(c1)OCO2)c1cccc(Cl)c1
  .	5%	1%	-11%	-8%	0.4%	-17%	-1.3	?
c1ccc(NN(Cc2cnccn2)c2ccccc2)cc1
  i	.	14%	1%	4%	0.4%	.	-1.2	.
O=C(CSc1ncccc1C(=O)O)c1ccccc1F
  i	?	-16%	6%	17%	12%	2%	-0.5	-3%
COc1cc2cc(CCCOC(=O)c3ccc(C#N)cc3)oc(=O)c2cc1OC
  i	-4%	-4%	0%	?	0.6%	-6%	-0.1	0%
Cc1nc2ccc(NC(=O)COc3ccccc3F)cc2s1
  i	?	6%	-5%	3%	3.2%	0%	1.2	-4%
CC1CN(CCOc2ccc(Cl)cc2Cl)CC(C)O1 (stereo not given)
  i	17%	0%	5%	-4%	-0.6%	2%	-0.6	0%

The list goes on:
Fields – Akt phos inh	Nrf2 inh	Abeta yeast res	HepG2 tox	TGFb inhibitor	Nrf2 ARE act	A549 tox	CCT modulator	MmCpn inh
Cc1ccsc1CN(C)Cc1nc(C2CC2)no1
  i	2%	12%	0%	1%	0.0%	-3%	-0.9	0%
CC(C)Nc1ccc(C(CC(N)=O)NC(=O)c2ccccc2)cc1[N+](=O)[O-] (stereo not given)
  i	-11%	3%	0%	-5%	0.0%	-16%	-1.4	0%
O=C(CSc1nnc(N2CCOCC2)n1-c1cccc(F)c1)N1CCN(c2ccccn2)CC1
  i	15%	0%	6%	0%	-0.4%	-3%	0.3	1%
Cn1c2ccccc2c2nnc(N/N=C/c3ccc(O)cc3)nc21
  i	-10%	-1%	8%	-2%	0.7%	-6%	-1.7	.
CC[C@@H]1Cc2[nH][nH]c(=O)c2[C@H](CC(C)C)O1
  i	.	-4%	.	.	0.0%	.	-0.9	.
Cc1c(C(=O)N2CCC(C(N)=O)CC2)sc(N)c1C#N
  i	-12%	4%	-1%	0%	-0.2%	1%	0.3	3%
O=C(c1ccc2c(c1)N(Cc1cccc(Cl)c1)C(=O)c1ccccc1S2(=O)=O)N1CCc2ccccc21
  .	.	-2%	-19%	?	-0.9%	2%	.	.
O=C(O)Cc1csc(NC(=O)CSc2nnnn2-c2ccc(O)cc2)n1
  i	13%	-9%	-13%	1%	-0.6%	3%	-0.3	-1%
CC1N(O)C(C)(C)C(c2ccccc2)=[N+]1[O-] (stereo not given)
  i	-4%	-11%	-31%	-8%	0.3%	7%	-1.6	1%
O=C(NCCCN1CCCCC1)c1sc2ncccc2c1-n1cccc1
  .	.	-27%	-15%	-12%	0.0%	-1%	.	.
O=[N+]([O-])c1cccc(CN(CCO)Cc2ccccc2)c1
  i	.	0%	-11%	-3%	0.6%	7%	-2.6	0%
O=S(=O)(N(Cc1ccccc1)[C@H](CO)Cc1ccccc1)N(Cc1ccccc1)[C@H](CO)Cc1ccccc1
  i	-30%	1%	-10%&-23%	-8%&-20%	2.7%	-7%	-0.5	1%
NC(=O)c1c(NC(=O)CN2CCN(S(=O)(=O)c3ccccc3)CC2)sc2c1CCC2
  i	18µM*	11%	-15%	?	-0.6%	?	-2.2	-3%
CC(=O)N(c1nc(CCl)cs1)c1ccc(C)cc1C
  i	-23%	2%	-1%	?	4.1%	-6%	-0.9	-1%
Cc1c(C)c2ccc(OS(C)(=O)=O)cc2oc1=O
  i	-18%	?	-6%	1%	-0.2%	-4%	1.0	0%
CC(NC(=O)Cc1ccccc1)c1cc2c(cc1Br)OCCCO2 (stereo not given)
  i	-28%	5%	-1%	-18%	-0.4%	-4%	-1.7	1%
